dFosB activator: enhances mouse delta FosB homodimer DNA binding; P13346; purified delta FosB, TAMRA-CDK5 oligo fluorescence polarization; percent of positive-control signal above neutral wells; activation, % at 25 µM; actives 0.99% (n = 340,000);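 active = mean activation above about 17%, with every replicate also reaching it, limit read from the data, passing the limit was not always enough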;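 also: fluorescence polarization rise as delta FosB binds a TAMRA Cdk5 AP-1 oligo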
Target sequence (P13346 whole entry, looked up): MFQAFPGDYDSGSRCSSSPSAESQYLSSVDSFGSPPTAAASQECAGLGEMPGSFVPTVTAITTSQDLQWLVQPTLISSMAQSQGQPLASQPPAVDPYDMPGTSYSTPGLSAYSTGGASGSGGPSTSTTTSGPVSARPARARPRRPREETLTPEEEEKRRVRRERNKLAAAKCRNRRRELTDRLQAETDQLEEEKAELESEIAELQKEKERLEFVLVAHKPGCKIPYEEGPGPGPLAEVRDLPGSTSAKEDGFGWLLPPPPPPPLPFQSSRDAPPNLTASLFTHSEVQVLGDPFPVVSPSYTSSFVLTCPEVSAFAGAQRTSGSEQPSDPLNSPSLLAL
HTR5A ag ctr: counter-screen for OPRM1-OPRD1 agonists: human HTR5A agonism; HTR5A agonist assay, luminescence, cell-based; activation, % at 9.3 µM; actives 0.61% (n = 340,000); AID 504692; in the data active = activation mostly above about 9.5%, no sharp cut-off; inactive = mostly below about 7.6%;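 also: 0% = cells with vehicle only and 100% = reference agonist; strong numbers were not always called active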
Target sequence (P47898 whole entry, looked up): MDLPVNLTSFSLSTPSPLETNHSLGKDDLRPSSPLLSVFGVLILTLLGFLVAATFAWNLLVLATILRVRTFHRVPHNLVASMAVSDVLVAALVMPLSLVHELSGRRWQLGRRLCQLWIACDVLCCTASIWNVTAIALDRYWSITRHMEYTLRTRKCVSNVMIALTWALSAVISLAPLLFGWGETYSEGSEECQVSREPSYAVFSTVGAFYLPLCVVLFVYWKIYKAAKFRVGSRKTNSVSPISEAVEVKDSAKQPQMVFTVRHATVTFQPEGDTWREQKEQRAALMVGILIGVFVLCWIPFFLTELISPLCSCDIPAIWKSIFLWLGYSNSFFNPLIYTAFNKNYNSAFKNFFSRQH
CDK5 inh: CDK5/p35 (human) kinase inhibition. Q00535+Q15078. Recombinant CDK5/p35, ADP-Glo luminescence, 60 min. inhibition, % at 10 µM. actives 0.01% (n = 330,000);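 active = highest replicate inhibition of at least 50% and at least 75% of replicates reaching 50%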;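 also: plate controls were DMSO neutral control for no effect and GW8510 at 10 µM for full effect; many of its hits are not listed in these tables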
MITF act: MITF TRPM1 promoter activation in melanoma cells | actives 0.75% (n = 300,000) | AID 588334 | activation, % at 12.5 µM | SK-MEL-5 TRPM1-promoter luciferase, 24 h; % of positive control, neutral wells = 0;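 active = mean activation of at least 80% with every replicate also reaching 80%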;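 also: 0% = neutral control wells and 100% = parthenolide positive control wells; values of inactives mirror those of a sister screen read the other way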
Wnt act: activators of Wnt/beta-catenin signaling; Wnt/beta-catenin reporter cell assay, activator, plate reader; AID 743398; activation, % at 9.35 µM; actives 1.2% (n = 300,000); in the data active = activation above about 30%, passing the limit was not always enough;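 also: 0% = neutral control wells and 100% = positive control wells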
HTR5A inv ag: HTR5A inverse agonism, opioid heterodimer counter-screen | P47898 | HTR5A cell line, luminescence | inhibition, % at 9.3 µM | actives 0.083% (n = 340,000) | AID 504634; in the data active = inhibition mostly above about 23%, no sharp cut-off; inactive = mostly below about 18%;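 also: 0% = cells with DMSO and 100% = no-cell wells with DMSO; some compounds called inactive have numbers as strong as hits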
PvdQ acylase: P. aeruginosa PvdQ acylase inhibition; purified PvdQ acylase, fluorescence plate reader; actives 0.063% (n = 340,000); inhibition, % at 10 µM; AID 488965; in the data active = inhibition above about 30%, passing the limit was not always enough;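 also: 0% = vehicle neutral wells and 100% = reference inhibitor wells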
SR-BI DiI inh: inhibitors of mouse SR-BI mediated HDL lipid uptake; ldlA[mSR-BI] CHO cells, DiI-HDL uptake fluorescence, 3 h; inhibition, % at 12.5 µM; actives 0.96% (n = 320,000);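 active = mean replicate inhibition of at least 70% and a set share of replicates each scoring 70 or more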;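 also: 0% = median of neutral control wells and 100% = median of positive control wells; values of inactives mirror those of a sister screen read the other way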
NSD2 HMT inh: blocks human histone methyltransferase NSD2 | O96028 | inhibition, % at 12.5 µM | actives 0.54% (n = 310,000) | NSD2 peptide methylation, AlphaScreen, 120 min | AID 743445; in the data active = inhibition above about 50%
V-ATPase pHluor: yeast V-ATPase proton transport regulation by pHLuorin; actives 0.37% (n = 350,000); S. cerevisiae, pHLuorin cytosolic pH fluorescence; response, % at 10 µM; in the data active = response mostly above about 7.3%, no sharp cut-off; inactive = mostly below about 5.4%; also: actives read high; inactives centre near 0; some compounds called inactive have numbers as strong as hits; reference of the scale not given here
Active calls of the source: *; / = no result given.

#1 Cc1ccc(S(=O)(=O)N(C)CC(=O)Nc2nc3ccccc3s2)cc1
#2 CC1=C(C(=O)Nc2ccccc2)C(c2ccccn2)n2nc(CCCO)nc2N1 (centres undefined)
#3 COCCNC(=O)c1ccc(CS(=O)(=O)c2ccccc2)o1
#4 CC(C)C[C@H]1CN([C@@H](Cc2ccc(O)cc2)CN2CCC[C@@H]2CN2C(=O)C(=O)NC[C@@H]2Cc2ccccc2)C(=O)C(=O)N1CC1CCCCC1
#5 Clc1ccccc1N=C1NN=C(c2cccs2)CS1
#6 CCc1ccccc1N1CC(C(=O)Nc2nccs2)CC1=O (centres undefined)
#7 CC(C)(C)C(=O)/C=C(N)/C=C/c1ccccc1
#8 CN1CCN(C(=O)c2cc3ccccc3[nH]2)CC1

assay / entry	1	2	3	4	5	6	7	8
dFosB activator	-1	-1	0	-10	-4	-1	-9	-2
HTR5A ag ctr	1	13	4	-1	-2	-3	0	4
CDK5 inh	-0.8	0.6	-1.7	0.3	-1.2	-1.2	-0.5	1.6
MITF act	-1	-3	0	-4	46	-10	74	-13
Wnt act	4	-2	-2	-1	-1	0	/	1
HTR5A inv ag	-12	-32	-9	3	6	2	-3	-16
PvdQ acylase	17	2	9	5	-8	-10	-7	-13
SR-BI DiI inh	3	37	-3	1	2	/	-10	4
NSD2 HMT inh	-7	/	-2	/	/	-1	1	-4
V-ATPase pHluor	-4	5	3	-1	0	-1	2	1

#9 O=C(c1ccccc1)c1ccc(O)c(O)c1O
#10 COc1ccccc1NC(=O)COC(=O)Cc1c[nH]c2ccccc12
#11 COc1ccc(/C(N)=N/OC(=O)CSc2ccc(C)cc2)cc1
#12 COc1cc(C2=NOC(C(=O)N3CCCCCC3)C2)cc(OC)c1OC (centres undefined)
#13 OCCC1CN(Cc2ccc3cccc(F)c3n2)CCN1Cc1ccccc1 (centres undefined)
#14 Nc1ccc2nc(SCC(=O)c3ccccc3)sc2c1
#15 Cc1cccc(NC(=O)CN(C)S(=O)(=O)c2ccc3c(c2)n(C)c(=O)c(=O)n3C)c1C
#16 CCN(C(=O)CSc1ncnc2c1cnn2-c1ccccc1)C1CCS(=O)(=O)C1 (centres undefined)

assay / entry	9	10	11	12	13	14	15	16
dFosB activator	-10	-24	-5	0	0	-6	1	5
HTR5A ag ctr	3	-1	1	7	1	-3	4	-1
CDK5 inh	0.4	1.7	-1.0	0.6	0.5	-1.2	0.3	0.6
MITF act	-9	-11	14	3	-16	/	0	9
Wnt act	-4	0	/	/	1	-2	-1	1
HTR5A inv ag	-4	3	-3	-48	-4	3	-15	2
PvdQ acylase	-8	-6	3	0	-15	-3	-6	0
SR-BI DiI inh	-11	2	-10	10	4	31	-14	-13
NSD2 HMT inh	/	-3	/	2	-3	-1	-5	-2
V-ATPase pHluor	-1	1	-1	-8	-2	2	4	8

#17 COc1ccc2c(c1)OC[C@H]1[C@H]2N2C(=O)c3cc(C)ccc3NC(=O)[C@@]2(C)[C@H]1c1ccccc1
#18 CCN(Cc1cc2cc(C)ccc2[nH]c1=O)C(=O)c1cccc(OC)c1
#19 CCOC(=O)c1c(-c2cccs2)csc1N
#20 C#CCOCCOCCOCCNc1nc(N2CCOCC2)nc(N2CCN(C(=O)[C@H](CCCCN)n3cc([C@@H](N)C(C)CC)nn3)CC2)n1 (some centres undefined)
#21 CCN1CCN(c2ccc(S(=O)(=O)N3CCCCC3)cc2NC(=O)Cc2ccc(Cl)c(Cl)c2)CC1
#22 Cc1cc(C(=O)N/N=C/c2cccn2C)n[nH]1
#23 Cc1cc(NC(=O)CSc2nnc(C)o2)no1
#24 CN(C)c1ccc(-c2cc3ccccc3c(=O)o2)cc1

assay / entry	17	18	19	20	21	22	23	24
dFosB activator	0	-7	1	-5	-1	5	1	-3
HTR5A ag ctr	3	-2	0	0	3	0	-1	1
CDK5 inh	0.5	-1.9	0.2	-1.8	0.7	-1.7	-1.3	-0.2
MITF act	-5	-1	-12	-6	3	1	-4	11
Wnt act	/	/	-1	-1	/	-4	-1	21
HTR5A inv ag	-16	-27	0	11	-4	0	21	-38
PvdQ acylase	-6	3	-5	-13	1	-8	1	-29
SR-BI DiI inh	38	-21	5	-21	4	-4	1	67
NSD2 HMT inh	/	-2	4	/	0	-1	-8	/
V-ATPase pHluor	-2	-1	-1	-2	8	0	0	-60

#25 CC1CCCC(C)N1C(=O)COC(=O)c1cc(S(=O)(=O)N2CCOCC2)ccc1Cl (centres undefined)
#26 CCOc1ccc(N(CC(N)=O)S(=O)(=O)c2ccc(F)cc2)cc1
#27 Cc1ccc2oc(=O)c3cnn(CC(=O)N4CCCCCC4)c3c2c1
#28 CCC(C)(C)NC(=O)CN(Cc1ccccc1Cl)C(=O)CCC(=O)Nc1cc(C)ccn1
#29 O=C(COC(=O)c1ccc(O)cc1O)NCCN1C(=O)CSC1=O
#30 O=c1[nH]cnc2c1oc1ccccc12
#31 OC(CN1C2=NCCN2c2ccccc21)c1ccc2c(c1)OCO2 (centres undefined)
#32 CCOC(=O)N1CCN(C(=O)CSCC(=O)N=c2sc3cc(OC)ccc3n2C)CC1

assay / entry	25	26	27	28	29	30	31	32
dFosB activator	-7	-4	-6	-19	-2	-1	-4	4
HTR5A ag ctr	-5	1	6	2	-2	0	-8	9
CDK5 inh	-0.1	0.9	2.1	-0.7	1.7	2.1	-0.6	-0.3
MITF act	-10	3	/	20	-3	/	-2	11
Wnt act	-2	-1	1	-15	3	19	-10	2
HTR5A inv ag	11	-2	17	-5	7	6	21	15
PvdQ acylase	4	-9	-7	8	-15	-9	-1	-19
SR-BI DiI inh	58	/	-11	-9	-20	-48	-11	/
NSD2 HMT inh	1	12	/	2	-2	-3	1	3
V-ATPase pHluor	-3	0	-7	1	-2	3	0	2

#33 CC(=O)Nc1ccc2nc(-c3ccccc3)cn2c1
#34 COc1ccc(C(=O)NC(NC(=O)c2ccc(OC)c(OC)c2)c2ccccc2F)cc1OC
#35 O=C1/C(=C/c2cccc([N+](=O)[O-])c2)CSc2ccc(Cl)cc21
#36 CC(C(=O)Nc1ccc(C(F)(F)F)cc1)N(C)CC(=O)N1CCN(Cc2ccccc2)CC1 (centres undefined)
#37 Cn1c(CNC(=O)CNC(=O)Cc2ccccc2)cc(=O)n(C)c1=O
#38 O=C(Cc1ccc2c(c1)OCCO2)N1CCN(S(=O)(=O)c2cccc(Cl)c2Cl)CC1
#39 CCCC(C(=O)NC(C)(C)C)N(CC1CCCO1)C(=O)c1snc(C(N)=O)c1N (centres undefined)
#40 Nc1c(Nc2ccccc2)c2ccccc2oc1=O

assay / entry	33	34	35	36	37	38	39	40
dFosB activator	6	-1	-1	2	-2	8	4	-9
HTR5A ag ctr	-4	3	0	7	8	0	-4	6
CDK5 inh	-0.2	0.8	1.2	1.0	2.3	-0.3	1.0	1.4
MITF act	8	2	18	-4	-6	6	2	1
Wnt act	15	-4	0	1	-1	-3	4	-2
HTR5A inv ag	4	-8	-19	-27	-4	23	-8	11
PvdQ acylase	-2	-9	-18	-2	-10	-17	-5	24
SR-BI DiI inh	-5	-18	18	20	3	1	-14	4
NSD2 HMT inh	37	0	-1	0	-2	0	-5	5
V-ATPase pHluor	-4	-3	0	-4	3	-1	-2	-3

Quoted at random: five compounds from above, in no set order.
#36 CC(C(=O)Nc1ccc(C(F)(F)F)cc1)N(C)CC(=O)N1CCN(Cc2ccccc2)CC1 (centres undefined)
#37 Cn1c(CNC(=O)CNC(=O)Cc2ccccc2)cc(=O)n(C)c1=O
#38 O=C(Cc1ccc2c(c1)OCCO2)N1CCN(S(=O)(=O)c2cccc(Cl)c2Cl)CC1
#33 CC(=O)Nc1ccc2nc(-c3ccccc3)cn2c1
#34 COc1ccc(C(=O)NC(NC(=O)c2ccc(OC)c(OC)c2)c2ccccc2F)cc1OC

assay / entry	36	37	38	33	34
dFosB activator	2	-2	8	6	-1
HTR5A ag ctr	7	8	0	-4	3
CDK5 inh	1.0	2.3	-0.3	-0.2	0.8
MITF act	-4	-6	6	8	2
Wnt act	1	-1	-3	15	-4
HTR5A inv ag	-27	-4	23	4	-8
PvdQ acylase	-2	-10	-17	-2	-9
SR-BI DiI inh	20	3	1	-5	-18
NSD2 HMT inh	0	-2	0	37	0
V-ATPase pHluor	-4	3	-1	-4	-3

(more compounds)
#41 O=C(Nc1ccccc1N1CCCCC1)c1ccc(Cl)cc1
#42 COc1ccc(N(Cc2ccco2)C(=O)c2ccccc2F)cc1OC
#43 CCOC(=O)C1(Cc2ccccc2C)CCCN(C(=O)c2ccoc2)C1 (centres undefined)
#44 COCCCNC(=O)c1ccc2c(=O)n(Cc3ccc(OC)cc3)c(=O)[nH]c2c1
#45 O=S1(=O)N=C(SCCO)c2ccccc21
#46 CC1=Nc2ccccc2N=C(N)C1c1ccccc1 (centres undefined)
#47 CCOC(=O)N1CCN(C(=O)COC(=O)C2CCN(S(=O)(=O)c3c(Cl)cccc3Cl)CC2)CC1
#48 CCN1CNC(=S)N(Cc2ccccc2)C1

assay / entry	41	42	43	44	45	46	47	48
dFosB activator	-7	-6	-2	-10	4	-11	-6	7
HTR5A ag ctr	2	1	-3	2	-2	4	4	6
CDK5 inh	1.6	-0.8	-1.0	-1.3	0.6	0.6	1.1	1.8
MITF act	3	-1	12	0	-12	18	3	-7
Wnt act	0	-2	9	1	/	52*	0	/
HTR5A inv ag	-9	12	-11	9	11	-10	11	-7
PvdQ acylase	-13	-1	16	-10	3	12	-7	-9
SR-BI DiI inh	46	-8	-25	/	-19	-7	43	-23
NSD2 HMT inh	-3	6	2	-3	/	3	0	9
V-ATPase pHluor	0	-1	-3	12	-5	6	-2	0

#49 Cn1nccc1C(=O)c1ccc(Cl)cc1
#50 Cc1cccc(N2CCN(C(=O)c3ccc4nc(N5CCCCC5)sc4c3)CC2)c1C
#51 Cc1cc(C(=O)CN2C(=O)NC3(CCCc4sccc43)C2=O)c(C)n1-c1ccc(Cl)cc1 (centres undefined)
#52 Cc1[nH]c2ccccc2c1CCNC(=O)CCC(=O)c1ccccc1
#53 COc1cccc(C(C(=O)NC2CCCC2)N(C(=O)c2ccco2)c2ccccc2)c1OC (centres undefined)
#54 O=C(NC(=S)NCc1ccccc1)c1cccs1
#55 CC(C)CN(C(=O)COC(=O)C1=COCCO1)c1c(N)n(Cc2ccccc2)c(=O)[nH]c1=O
#56 CC(C)c1ccc(NC(=S)NCc2cccs2)cc1

assay / entry	49	50	51	52	53	54	55	56
dFosB activator	2	-9	-5	-9	0	-9	-6	-11
HTR5A ag ctr	6	6	0	-3	3	-4	-4	0
CDK5 inh	-0.4	0.3	-1.1	-1.9	2.3	-0.6	0.6	0.0
MITF act	/	35	-10	-8	1	7	2	38
Wnt act	7	11	-17	-1	2	-1	0	1
HTR5A inv ag	-16	20	-1	7	-10	17	-12	-1
PvdQ acylase	4	-2	-14	-24	18	10	-11	-13
SR-BI DiI inh	-2	13	10	15	/	-14	-17	-6
NSD2 HMT inh	-1	1	1	-3	1	/	6	0
V-ATPase pHluor	0	-1	0	17*	1	-4	4	1

#57 Cn1c(SCC(=O)NC(=O)NCc2ccco2)nnc1C(F)(F)F
#58 Cc1cccc2c1N(C(=O)c1ccco1)C(C)(C)c1ssc(=S)c1-2
#59 O=C(Cc1ccccc1)Nc1cccc(NC(=O)c2cccs2)c1
#60 CCOC(=O)N1CCN(C(=O)c2cc(Cl)c(Cl)cc2C(=O)O)CC1

assay / entry	57	58	59	60
dFosB activator	4	-4	-10	-2
HTR5A ag ctr	-2	3	4	3
CDK5 inh	1.9	0.5	-0.5	-0.1
MITF act	5	-11	9	-4
Wnt act	/	/	1	1
HTR5A inv ag	-24	21	4	34
PvdQ acylase	-19	9	-11	3
SR-BI DiI inh	13	-4	2	-19
NSD2 HMT inh	-2	-2	-6	-1
V-ATPase pHluor	1	-4	1	10

No enrichment for hits; 5% or so of the library scored in one or more.
